MPTP inh = mitochondrial permeability transition pore inhibitors, primary screen, biochemical, isolated mouse mitochondria, absorbance; inhibition, % at 10 µM; 360,000 compounds, 1.4% hits; Ca2+ swelling absorbance, 30 min;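 active means inhibition of 50% or more, scaled per plate between neutral and stimulator controls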;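 further: 0% = DMSO wells given calcium and 100% = 1 mM EGTA wells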
SENP6 block = SENP6 protease inhibitors, primary screen, biochemical, luminescence, uHTS | Sentrin-specific protease 6 (Homo sapiens), Q9GZR1 | Recombinant SENP6 catalytic domain, aminoluciferin luminescence | inhibition, % at 10 µM | 330,000 compounds, 1.8% hits;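 active means inhibition above about 50% at the single tested dose, limit read from the data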;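 further: plate controls were DMSO wells with enzyme for no effect and DMSO wells lacking enzyme for full effect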
Target sequence (Q9GZR1 628-1112 limits assumed): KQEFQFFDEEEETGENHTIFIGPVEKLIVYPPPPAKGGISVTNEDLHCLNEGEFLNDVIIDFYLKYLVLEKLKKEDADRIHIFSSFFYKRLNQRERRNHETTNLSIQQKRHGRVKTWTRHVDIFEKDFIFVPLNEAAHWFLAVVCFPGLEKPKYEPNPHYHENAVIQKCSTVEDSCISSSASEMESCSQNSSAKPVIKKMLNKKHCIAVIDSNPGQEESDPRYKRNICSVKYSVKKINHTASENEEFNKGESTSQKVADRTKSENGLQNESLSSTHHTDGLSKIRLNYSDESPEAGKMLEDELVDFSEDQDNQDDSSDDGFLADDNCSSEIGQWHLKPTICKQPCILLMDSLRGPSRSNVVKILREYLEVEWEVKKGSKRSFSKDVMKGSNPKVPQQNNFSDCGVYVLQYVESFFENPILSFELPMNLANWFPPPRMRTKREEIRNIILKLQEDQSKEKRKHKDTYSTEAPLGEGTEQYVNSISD
ATG4B inhibitor = ATG4B protease inhibitors, primary screen, biochemical, fluorescence, uHTS; inhibition, % at 8.33 µM; 340,000 compounds, 0.51% hits; Cysteine protease ATG4B (Homo sapiens), Q9Y4P1; ATG4B cleavage of LC3-PLA2, NBD-HPC fluorescence, 1 h; in the data active means inhibition above about 40%
Target sequence (Q9Y4P1 whole entry, looked up): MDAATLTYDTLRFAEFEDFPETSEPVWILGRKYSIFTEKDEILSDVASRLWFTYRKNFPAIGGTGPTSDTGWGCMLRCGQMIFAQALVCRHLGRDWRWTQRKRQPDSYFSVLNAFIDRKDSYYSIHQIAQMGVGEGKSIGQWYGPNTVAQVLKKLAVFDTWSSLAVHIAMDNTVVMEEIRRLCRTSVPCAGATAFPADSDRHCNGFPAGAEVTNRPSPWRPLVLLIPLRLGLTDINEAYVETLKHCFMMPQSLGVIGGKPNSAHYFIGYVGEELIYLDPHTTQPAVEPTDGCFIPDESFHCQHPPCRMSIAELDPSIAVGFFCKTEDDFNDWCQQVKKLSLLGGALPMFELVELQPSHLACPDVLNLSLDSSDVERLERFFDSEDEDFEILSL
SENP1 FRET inh = human SENP1 catalytic domain inhibitors, primary screen, biochemical, FRET, uHTS. 360,000 compounds, 0.21% hits. Sentrin-specific protease 1 (Homo sapiens), Q9P0U3. AID 624204, 2012. recombinant SENP1 catalytic domain, CyPet-SUMO1-YPet FRET cleavage. inhibition, % at 10 µM;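 active means inhibition at least 30% at 10 µM, raw YFP signal under a set limit, fluorescence ratio 0.5 to 1.5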;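 further: 0% = enzyme with DMSO and 100% = no enzyme wells; some results filed as inactive read as strong as hits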
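Material: hSENP1 catalytic domain, recombinant; medium: Tris pH 8 with BME, BSA, NP40 and catalase; compound: single concentration of 10 µM compound, 0.5% DMSO final; technique: FRET read of cyan and yellow fluorescence; timing: 50 min enzyme reaction, room temperature, light-protected; reagent: SFCypet-SUMO1-SFYpet substrate at 25 nM; control set: no-enzyme low, enzyme-DMSO high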
PfG6PD inh = PfG6PD enzyme inhibitors, primary screen, biochemical, fluorescence intensity, uHTS | glucose-6-phosphate dehydrogenase-6-phosphogluconolactonase (Plasmodium falciparum 3D7) | PfGluPho enzyme, NADPH resazurin-diaphorase fluorescence | inhibition, % at 20 µM | 350,000 compounds, 0.78% hits;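 active means inhibition reaching at least a set limit at 20 µM in the primary screen, cut at about 59% in these data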;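 further: 0% = DMSO wells with substrate and 100% = DMSO wells lacking glucose-6-phosphate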
SENP8 block = human SENP8 protease inhibitors, primary screen, biochemical, fluorescence, Nedd8 protein substrate, uHTS. Sentrin-specific protease 8 (Homo sapiens), Q96LD8. inhibition, % at 20 µM. 360,000 compounds, 0.64% hits. recombinant SENP8; in the data active means inhibition mostly above about 40%, no sharp cut-off; inactive means mostly below about 27%
Target sequence (Q96LD8 whole entry, looked up): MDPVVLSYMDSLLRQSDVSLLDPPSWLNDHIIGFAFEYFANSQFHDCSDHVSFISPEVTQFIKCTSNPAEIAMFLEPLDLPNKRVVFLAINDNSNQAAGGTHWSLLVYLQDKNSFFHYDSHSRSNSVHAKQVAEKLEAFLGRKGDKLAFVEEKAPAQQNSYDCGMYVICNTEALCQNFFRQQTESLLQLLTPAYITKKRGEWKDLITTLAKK
GRIN3A LBD mod = binders of NR3A ligand-binding domain, primary screen, biophysical, differential scanning fluorimetry, uHTS | Glutamate receptor ionotropic, NMDA 3A (GRIN3A) ligand-binding domain | NR3A LBD differential scanning fluorimetry, Tm shift; 0% = protein alone, 100% = glycine-bound protein | Tm shift relative to glycine control, % at 25 µM | 340,000 compounds, 2.5% hits;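 active means melting temperature shift of at least 10% of the positive control shift, at one fixed dose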
hIAP activ = human IAP activators, primary screen, biochemical, luminescence, uHTS; 330,000 compounds, 0.16% hits; Intestinal-type alkaline phosphatase (Homo sapiens), P09923; activation factor at 10 µM; purified human IAP, CDP-Star luminescence, 30 min; hits give high values; 1 = vehicle-only enzyme, 0 = enzyme-free background;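 active means activation factor of the enzyme at least 2-fold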; further: the source names both 10 and 20 µM as test concentration; values of inactives mirror those of a sister screen read the other way
Starred values were filed as active, the others as inactive; x = not tested or not shown. An unsorted share of the library; 6.7% or so of the library scored in one or more.

SMILES | MPTP inh | SENP6 block | ATG4B inhibitor | SENP1 FRET inh | PfG6PD inh | SENP8 block | GRIN3A LBD mod | hIAP activ
C=CCc1c(C)nc(-c2ccccc2)nc1Nc1ccc(O)cc1 | 1.5 | -7 | -8 | 3 | -8 | 11 | -16 | 0.9
O=C(Nc1ccc(F)cc1)Nc1cccc(Br)c1 | 89* | 2 | -10 | -1 | 26 | 8 | 43* | 1
O=C(CCCOC(=O)c1ccc(O)cc1)c1ccccc1 | 0.4 | -7 | -7 | -1 | 2 | -1 | 0 | 1
O=C(NC(=S)Nc1ccccc1N1CCN(C(=O)c2ccccc2)CC1)c1cccs1 | 2.9 | -20 | -4 | 3 | 2 | 20 | 2 | 1.1
CC(C)OC(=O)CSc1nnnn1-c1ccc2c(c1)OCCO2 | -0.9 | -19 | 1 | 2 | -3 | 6 | 0 | 1.2
O=C(N/N=C/c1cccc(OC(=O)c2ccc3c(c2)OCO3)c1)c1cncc(Br)c1 | -0.3 | -3 | -2 | 1 | -3 | 2 | -3 | 1.1
Cc1nc(C)c(-c2csc(NCCc3ccccc3)n2)s1 | 6.3 | 0 | -7 | 3 | 21 | -15 | 2 | 1
CN(C)c1ccc(/C=N\NC(=O)c2csnn2)cc1 | -0.7 | 32 | -1 | 2 | 26 | -8 | -2 | 0.99
CCOC(=O)c1c(S(=O)(=O)NCC(=O)Nc2ccc(OC)cc2)c(C)n(C)c1C | -0.2 | -4 | -6 | 0 | 0 | 12 | 0 | 0.87
CCC(=O)Nc1ccc(C(=O)CSc2nnc(-c3ccccc3F)n2C2CC2)cc1 | 0.0 | -15 | -8 | -9 | 18 | -18 | -2 | 0.91
O=C(COC(=O)c1ccc(Cl)cc1O)NCCN1C(=O)CSC1=O | 0.4 | 17 | -5 | 2 | -9 | -12 | 0 | 0.9
C/C(=N\NC(=O)CNC(=O)c1ccco1)c1ccc(Br)cc1 | -0.6 | -38 | 2 | 1 | 6 | 7 | -1 | 1.1
O=c1c2ccccc2c(/C=N/n2cnnc2)c(O)n1-c1ccccc1 | 2.0 | 10 | 14 | -23 | 0 | -272 | -22 | 1.1
Cc1sc2ncnc(SCC(=O)N3CCOCC3)c2c1C | -0.5 | 1 | 12 | -1 | -14 | -9 | -2 | 0.86
CCCC(=O)N1CCN(c2ccc(NC(=O)c3cc4ccccc4o3)cc2)CC1 | -4.5 | -8 | -8 | 3 | 16 | 10 | -24 | 1.1
CN1CCN(C(=O)/C=C/c2c(F)cccc2Cl)CC1 | 0.2 | -5 | -3 | -2 | 9 | 6 | -24 | 1
COC(=O)c1ccc(-n2nnnc2SCC(=O)Nc2cc(OC)ccc2OC)cc1 | 4.1 | -21 | -9 | 1 | 0 | 2 | 0 | 1.1
O=C(Cc1ccc(NC(=O)C2CCCN(C(=O)C3CC3)C2)cc1)Nc1cccc(C(=O)N2CCCC2)c1 (stereo not given) | -1.3 | x | -6 | 5 | -5 | 1 | 1 | x
Cc1cc(C)n(-c2nc3ccccc3nc2N2CCN(S(=O)(=O)c3ccc(F)c(C)c3)CC2)n1 | -0.4 | -30 | -3 | -122 | 7 | -263 | 0 | 1.2
COc1cccc(CN(CC(=O)NC2CCCC2)C(=O)c2csnn2)c1 | -0.9 | -15 | 5 | 1 | -10 | 9 | -2 | 1.1
COc1ccc(C(=O)c2sc(Nc3ccccc3F)nc2N)cc1 | 2.1 | -22 | -1 | -5 | -4 | -12 | -7 | 0.77
COc1cc(C2NC(=O)c3ccccc3O2)cc(OC)c1OC (stereo not given) | 0.0 | -8 | -1 | 1 | -4 | -5 | -2 | 1.1
CN1CC2CCCC3(C1)C(=O)NC1(CCCCC1)N=C23 (stereo not given) | -1.3 | 1 | -3 | -5 | -15 | 5 | -1 | 0.99
CCn1c(SCC(=O)c2c(N)n(C3CC3)c(=O)[nH]c2=O)nnc1-c1ccoc1C | 1.9 | -8 | -6 | 1 | 7 | 2 | 1 | 0.97
CCN1CCc2c(sc(NC(=O)C3CCCCC3)c2C(=O)OC)C1 | 47 | -4 | -3 | -142 | -5 | -11 | -1 | 1.1

Reprinted from the part before: 4 compounds, then new ones.
SMILES | MPTP inh | SENP6 block | ATG4B inhibitor | SENP1 FRET inh | PfG6PD inh | SENP8 block | GRIN3A LBD mod | hIAP activ
COc1cc(C2NC(=O)c3ccccc3O2)cc(OC)c1OC (stereo not given) | 0.0 | -8 | -1 | 1 | -4 | -5 | -2 | 1.1
CN1CC2CCCC3(C1)C(=O)NC1(CCCCC1)N=C23 (stereo not given) | -1.3 | 1 | -3 | -5 | -15 | 5 | -1 | 0.99
CCn1c(SCC(=O)c2c(N)n(C3CC3)c(=O)[nH]c2=O)nnc1-c1ccoc1C | 1.9 | -8 | -6 | 1 | 7 | 2 | 1 | 0.97
CCN1CCc2c(sc(NC(=O)C3CCCCC3)c2C(=O)OC)C1 | 47 | -4 | -3 | -142 | -5 | -11 | -1 | 1.1
O=C(Cc1ccccc1)NNC1CC(=O)N(c2ccc(Br)cc2)C1=O (stereo not given) | 18 | -30 | 10 | 5 | -22 | 9 | -7 | 1.1
COc1ccc(C(=O)N2CC(=O)N(CCc3ccccc3)C(=O)C2)cc1OC | -5.2 | 9 | -3 | 1 | 7 | 16 | 0 | 1.1
COc1ccc(C2Nc3cccc4cccc(c34)N2)cc1Br | 1.6 | 7 | 0 | 3 | 39 | -1 | x | 0.97
CC1=C(C#N)C(NC(=O)c2ccccc2Cl)(C(F)(F)F)C(=O)N1 (stereo not given) | -0.2 | 2 | 5 | -3 | -1 | 6 | -1 | 0.79
COc1cc2c(=O)n(CCC(=O)NCC3CCCO3)c(=O)n(CC(=O)Nc3ccc(C)cc3)c2cc1OC (stereo not given) | 2.2 | -10 | -3 | -1 | -7 | -100 | 1 | 1.2
COc1ccccc1/C=C(/C(=O)OCC(=O)Nc1ccccc1C)c1ccccc1 | 6.2 | 16 | 9 | -2 | -18 | 12 | -6 | 1.1
COCc1cc(C)nc(SCC(=O)NC2CCCCC2C)c1C#N (stereo not given) | 0.8 | -24 | -6 | 1 | 16 | 0 | 1 | 0.88
CC1Cc2nc(SCC(=O)NCc3ccco3)n(-c3ccccc3)c(=O)c2S1 (stereo not given) | -3.0 | -16 | -3 | 1 | 19 | 13 | -2 | 0.93
Cn1nc(C(=O)OCC(=O)Nc2ccccc2OC(F)F)c2ccccc2c1=O | 1.8 | -13 | 3 | 2 | 9 | 8 | 2 | 1.2
COc1cccc(/C=N/NC(=O)c2ccccc2)c1OS(=O)(=O)c1ccccc1 | 0.9 | 1 | -1 | -1 | -6 | 6 | -1 | 1.5
Cc1ccccc1NC(=O)c1c(C)cc(=O)oc1C | 1.6 | -28 | -1 | 2 | 1 | 13 | 0 | 0.81
O=c1cc(CSc2ccc(Cl)cc2)nc2nc[nH]n12 | -0.4 | -4 | -1 | 2 | -26 | 24 | -1 | 1.1
COc1ccccc1C1(CC(=O)N2CCCCC2)CCOC(C(C)C)C1 (stereo not given) | -1.0 | -6 | 1 | 0 | -13 | 7 | 0 | 1.1
CC(=O)NC(Cc1cc(C)ccc1C)C(=O)N1CCN(C(=O)Nc2ccc(C(C)=O)cc2)CC1 (stereo not given) | -0.5 | -11 | -3 | 0 | -6 | 8 | -11 | 0.78
N#CCCN(Cc1cccnc1)S(=O)(=O)c1ccc(S(=O)(=O)N2CCCCCC2)cc1 | 1.0 | 7 | -18 | 1 | 2 | 8 | x | 0.88
CCSc1nnc(NC(=O)C2CCCN(S(=O)(=O)c3cnc[nH]3)C2)s1 (stereo not given) | -0.3 | 1 | -11 | 4 | 14 | -3 | -4 | 0.99
C=CCn1c(SCC(=O)c2ccc(O)c(O)c2)nnc1-c1cccc(OC)c1 | 2.0 | -6 | 1 | 1 | -37 | 13 | -3 | 0.91
Cc1c(C(=O)O)c(C(=O)O)c2n1CCS2 | 0.8 | -5 | 6 | 1 | 18 | 18 | -1 | 1.1
Cc1ccc2cc(CN(Cc3ccco3)C(=O)c3ccccc3)c(=O)[nH]c2c1C | -6.8 | -1 | 0 | 0 | -7 | -63 | -3 | 1
CCOC(=O)c1cc(C)nc(N2CCCCC2)c1C#N | 7.2 | -9 | 0 | -60 | 0 | -80 | 0 | 1.1
O=C(NNC(=O)c1ccccc1Cl)c1ccccc1Cl | 1.1 | -17 | -8 | 0 | 10 | 4 | 2 | 1.1
CCOc1ccc(C(CC(=O)O)NC(=O)C23CC4CC(CC(C4)C2)C3)cc1OC (stereo not given) | -0.7 | 2 | -5 | 1 | 8 | 9 | 0 | 1
Cc1cc(-c2nn(-c3ccccc3F)cc2CN2CCC(C(N)=O)CC2)c(C)s1 | -1.0 | 0 | -6 | -1 | -2 | 23 | 1 | 1
O=C(Cc1ccc(F)cc1)NC1CCSC1=O (stereo not given) | 0.6 | 1 | -6 | 2 | 11 | 19 | -1 | 1
CCOC(=O)C1=C(C)N=C(SC)N(C)C1c1ccccc1 (stereo not given) | 0.2 | 7 | 15 | 2 | -17 | 6 | 1 | 1
Going on with the list.
SMILES | MPTP inh | SENP6 block | ATG4B inhibitor | SENP1 FRET inh | PfG6PD inh | SENP8 block | GRIN3A LBD mod | hIAP activ
O=S(=O)(Nc1ccccc1N1CCOCC1)c1ccc(Cl)cc1 | -0.4 | 19 | 0 | 1 | 70* | 8 | -1 | 1.1
Cc1cccnc1NC(=O)C(c1ccccc1)c1ccccc1 | -1.4 | 9 | -13 | 0 | 6 | 21 | 5 | 0.97
S=c1[nH]nc(-c2cccs2)n1/N=C/c1cccs1 | -0.9 | -25 | -9 | 0 | 14 | 19 | 1 | 0.88
COc1ccc(O)c(CNc2ccccc2F)c1 | 0.9 | 11 | -5 | 2 | 28 | 0 | 0 | 1.1
CCCC(C1=C(O)CC(C)(C)CC1=O)C1C(=O)CC(C)(C)CC1=O (stereo not given) | -3.3 | -8 | -9 | 2 | -6 | 15 | 1 | 1.1
COc1cc(CCCN2C(=S)NC[C@@H]2CC2CCCCC2)cc(OC)c1OC | -0.5 | -9 | -5 | -1 | -11 | 14 | -5 | 0.83
COc1ccc(CN(CCc2ccccc2)Cc2ccccc2)cc1OC | -0.4 | 0 | 4 | 2 | 7 | 9 | 2 | 1.1
O=C(Nc1ccccc1)N1CCC(=S)Nc2ccccc21 | 0.8 | 2 | -7 | 0 | -8 | 4 | -1 | 1.1
CCCCN(Cc1cc2cc(OC)ccc2[nH]c1=O)C(=O)COc1ccccc1 | -1.3 | 1 | -6 | -1 | 7 | -5 | 0 | 1.2
COC(=O)c1ccccc1NC(=O)CCC(=O)N1CCSc2ccccc21 | -0.3 | -5 | 4 | -3 | 24 | -37 | -1 | 0.9
O=C1CSC(c2ccc(Cl)cc2Cl)N1c1ccccn1 (stereo not given) | 0.3 | -2 | -11 | 2 | 9 | 1 | 0 | 1.1
O=C(c1cc2cccc([N+](=O)[O-])c2oc1=O)N1CCOCC1 | 0.2 | -9 | -7 | 0 | -8 | 30 | 1 | 0.78
Cn1c(=O)[nH]c(=O)c2c1nc(N/N=C/c1ccncc1)n2Cc1ccc(Cl)cc1 | 1.5 | -28 | 3 | 3 | 13 | -67 | 1 | 0.98
Cc1cc(NC(=O)C(C)Sc2nc(-c3cccs3)nc3ccccc23)no1 (stereo not given) | -0.4 | 5 | -7 | -14 | 1 | -378 | 3 | 1.3

Compound activity: PubChem BioAssay, Sanford-Burnham Center for Chemical Genomics
